High-throughput results: PubChem, several laboratories
IL1B cytotox – HUVEC cytotoxicity counter-screen, IL-1B stimulated. actives 0.41% (n = 94,000). cell count reduction, % at 2 µM. AID 845. HUVEC cell count loss, Hoechst imaging;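 active = cell count reduction more than 3 SD above the screen-wide mean, cut at about 70% in these data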;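 note: normalized per plate to untreated control cells as the no-loss baseline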
F-actin modifier – cytoskeleton assembly modification; HUVEC TNFa F-actin phalloidin imaging, high content; inhibition, % at 2 µM; actives 0.18% (n = 91,000);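 active = inhibition above the batch mean plus 3 SD and confirmed as a hit by visual image inspection, cut at about 30% in these data, passing the limit was not always enough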; note: strong numbers were not always called active
Smad3 inh – blocks human Smad3 binding to FoxH1 peptide. P84022. TR-FRET Smad3/Dy647-FoxH1 peptide binding, europium anti-His. inhibition, % at 25 µM. actives 0.29% (n = 88,000). AID 630;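 active = compounds that reduce the energy-transfer binding signal between the protein and its labelled peptide by more than half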;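 note: 0% = Smad3 plus labelled peptide maximal FRET and 100% = peptide-only background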
VCAM1 TNFa inh – reduces TNF alpha induced VCAM1 expression in HUVEC | HUVEC TNFa-induced VCAM-1 immunofluorescence, high-content imaging | inhibition, % at 2 µM | actives 0.48% (n = 95,000) | AID 802;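 active = inhibition above the batch mean plus 3 SD, with images confirmed as a hit by eye, cut at about 37% in these data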;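 note: 0% = TNF-stimulated DMSO wells and 100% = unstimulated control wells; not every result past the cut was called active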
HUVEC inhibit – human endothelial cell proliferation inhibition. HUVEC proliferation, CellTiter-Glo luminescence, 72 h; active compounds read low. viability, % at 10 µM (by protocol). actives 1.1% (n = 86,000). AID 648;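 active = viability at or below 30%; inactive = viability above 30%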;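 note: 100% = median luminescence of DMSO-only cell control wells on each plate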
H69AR inhibit – blocks growth of human H69AR lung tumor cells; actives 6% (n = 85,000); H69AR lung tumor viability, ATP luminescence, 72 h; active compounds read low; viability, % at 10 µM;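 active = viability at or below 40%; inactive = viability above 40%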;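 note: multidrug resistant small cell line overexpressing MRP-1 efflux transporter; 100% = mean luminescence of untreated control wells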
TNFa cytotox – HUVEC cytotoxicity counter-screen, TNF alpha stimulated. HUVEC TNFalpha-stimulated, Hoechst cell count, imaging. cell count reduction, % at 2 µM. actives 0.17% (n = 93,000). AID 848;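 active = cell count reduction exceeding the screen mean by over 5 SD, scaled to untreated wells per plate, cut at about 78% in these data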;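 note: cells counted after 24 h of TNF alpha exposure following the 1 h pretreatment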
PTK2B oligo ant – blocks oligomerization of human Pyk2 in cells. Q14289. Q293 cells, Pyk2 FERM NanoBiT luminescence; active compounds read low. z-score (the deposit names both 25 µM and 10 µM). actives 0.83% (n = 99,000). AID 1347419;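 active = Z-score of -3 or lower, scaled per plate to the spread of control and sample wells; inactive = z-score above -3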;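 note: negative z-score means lost luminescence so less FERM oligomerization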
Target sequence (Q14289 whole entry, looked up): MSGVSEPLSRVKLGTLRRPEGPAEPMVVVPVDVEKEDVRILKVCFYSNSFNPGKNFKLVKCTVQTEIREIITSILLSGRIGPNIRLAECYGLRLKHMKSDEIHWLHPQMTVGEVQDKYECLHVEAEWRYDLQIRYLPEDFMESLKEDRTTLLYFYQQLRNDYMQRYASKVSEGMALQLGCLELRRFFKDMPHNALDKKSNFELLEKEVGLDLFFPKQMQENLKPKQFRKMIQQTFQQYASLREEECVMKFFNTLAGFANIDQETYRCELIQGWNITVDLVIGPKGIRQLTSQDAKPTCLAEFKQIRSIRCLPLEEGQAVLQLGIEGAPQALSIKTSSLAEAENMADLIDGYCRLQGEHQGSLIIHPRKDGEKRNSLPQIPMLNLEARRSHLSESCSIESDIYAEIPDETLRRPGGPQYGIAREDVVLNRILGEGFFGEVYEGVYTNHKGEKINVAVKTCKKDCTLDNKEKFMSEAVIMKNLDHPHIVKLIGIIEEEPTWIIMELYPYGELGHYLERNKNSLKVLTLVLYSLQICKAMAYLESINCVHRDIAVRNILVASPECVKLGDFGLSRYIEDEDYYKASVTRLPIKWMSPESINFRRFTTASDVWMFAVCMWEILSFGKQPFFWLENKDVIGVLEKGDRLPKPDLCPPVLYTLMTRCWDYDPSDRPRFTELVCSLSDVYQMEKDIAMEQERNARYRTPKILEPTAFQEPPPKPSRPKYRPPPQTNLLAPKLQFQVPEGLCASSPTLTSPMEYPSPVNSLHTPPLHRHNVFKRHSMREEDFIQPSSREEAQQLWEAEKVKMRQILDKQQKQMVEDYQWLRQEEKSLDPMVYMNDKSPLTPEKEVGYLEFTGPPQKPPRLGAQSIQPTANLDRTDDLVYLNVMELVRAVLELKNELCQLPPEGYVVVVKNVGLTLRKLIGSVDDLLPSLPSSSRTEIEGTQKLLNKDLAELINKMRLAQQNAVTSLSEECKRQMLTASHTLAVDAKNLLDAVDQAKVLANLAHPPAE
Fibroblast inh – blocks proliferation of human lung fibroblasts; LL 47 human lung fibroblast viability, ATP luminescence; active compounds read low; viability, % at 10 µM; actives 1.1% (n = 85,000); AID 719;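 active = viability at or below 50% in the single dose screen; inactive = viability above 50%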;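 note: compound exposure lasted 72 h before the ATP readout; 100% = median luminescence of untreated cell-only wells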
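Test system: LL 47 human lung fibroblasts / Incubation: 72 h compound exposure at 37 °C after overnight plating / Technique: luminescent ATP detection, CellTiter-Glo / Compound dosing: 0.1% DMSO in all compound wells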
Active calls of the source: *; . = no result given; [ ] = another dose, or the depositor's remark.

SMILES | IL1B cytotox | F-actin modifier | Smad3 inh | VCAM1 TNFa inh | HUVEC inhibit | H69AR inhibit | TNFa cytotox | PTK2B oligo ant | Fibroblast inh
Cc1nn(Cc2ccccc2)c(C)c1C(=O)Nc1ccc(N2CCOCC2)cc1 | -5 | -58 | -4 | 14 | 85 | 102 | 3 | -0.99 | 97
O=C(NC(Cc1ccc2c(c1)OCO2)C(=O)NC(Cc1ccccc1)C(=O)O)c1ccccc1 (stereo not drawn) | -8 | -3 | 9 | 16 | 103 | 74 | -13 | -0.05 | 104
Cc1ccc(-c2nnn(Cc3nc(N)nc(N4CCOCC4)n3)n2)cc1 | . | . | 1 | . | 108 | 106 | . | -1.7 | 103
COc1cc(OC)c(-c2nn3c(-c4cccnc4)nnc3s2)cc1OC | . | . | 0 | . | 80 | 92 | . | . | 99
CC1=C(C#N)C(NC(=O)c2ccc(C)cc2)(C(F)(F)F)C(=O)N1 (stereo not drawn) | -19 | 3 | . | -34 | . | . | . | -1.1 | .
COc1ccc(-c2noc(CCC(=O)NCc3cc(Br)ccc3OC)n2)cc1 | -18 | 6 | 11 | 18 | 102 | 89 | -45 | -1.6 | 99
c1cnc(NC2C3CC4CC(C3)CC2C4)nc1 (stereo not drawn) | . | . | 4 | . | 101 | 94 | . | 0.46 | 98
O=C(COC(=O)C1=COCCO1)Nc1cccc(Oc2ccccc2)c1 | 15 | 2 | . | 0 | . | . | 10 | 0.93 | .
Cc1ccccc1Cn1ccc(NC(=O)c2cc3nc(-c4ccco4)cc(C(F)(F)F)n3n2)n1 | -15 | 19 | . | -5 | . | . | -16 | -0.76 | .
Cc1cc(C)c(S(=O)(=O)NCc2cn3c(C)csc3n2)cc1C | 65 | -9 | . | -20 | . | . | -4 | 0.38 | .
O=c1cc(CSc2nnnn2-c2ccccc2)nc2scc(-c3ccccc3)n12 | -3 | 6 | -2 | -2 | 93 | 86 | -29 | -1.3 | 94
COC(=O)C(Cc1c[nH]c2ccccc12)NC(=O)CNC(C)=O (stereo not drawn) | 4 | 5 | . | 12 | . | . | 10 | -0.02 | .
O/N=C1\CCCc2nnc3c(c21)CCCC3 | . | . | -4 | . | 96 | 84 | . | 0.97 | 100
COCC(=O)N1CCC(n2nnc3cc(F)ccc32)CC1 | -11 | 1 | -1 | -5 | 91 | 98 | 1 | 0 | 102
CS(=O)(=O)NCc1ccc(C(=O)NC2CCCCC2)cc1 | -21 | 6 | 2 | 13 | 94 | 106 | 7 | -0.34 | 98
COc1cccc(OCC(=O)NN=C2c3ccccc3-c3ccccc32)c1 | -13 | 0 | . | 7 | . | . | -2 | 1.1 | .
CCC(C(=O)O)n1nnc(-c2ccc(-c3ccc(OC)cc3)cc2)n1 (stereo not drawn) | 9 | -51 | 6 | -15 | 92 | 90 | 7 | 0.77 | 96
COC(=O)c1cc(OC)c(OC)cc1N=CC1=C(O)CC(C)(C)CC1=O | 12 | 11 | -3[fluorescence artefact?] | -2 | 98 | 99 | 1 | 1.1 | 106
CCC(C)[C@H](NC(=O)NCc1ccccn1)C(=O)OC (stereo partly drawn) | 12 | 17 | -16 | 12 | 103 | 100 | -6 | 0.98 | 107
Cc1cc(=O)oc(C)c1C(=O)N1CCN(Cc2ccc3c(c2)OCO3)CC1 | . | 8 | -9 | 7 | 104 | 100 | -25 | -0.15 | 103
Clc1ncn(C23CC4CC(CC(C4)C2)C3)n1 | -14 | 18 | 3 | 10 | 95 | 80 | 46 | 1.6 | 97
COc1ccc(OC)c(C2C(C(=O)c3cccs3)=C(O)C(=O)N2c2cc(C)on2)c1 (stereo not drawn) | 9 | 10 | -7 | -8 | 87 | 95 | -3 | 0.14 | 87
COc1cccc(CNC(=O)N[C@@H](CC(C)C)C(=O)O)c1 | -25 | 5 | 3 | -2 | 96 | 102 | -4 | 0.8 | 96
COc1cc2nc(N(C)C)nc(N)c2cc1OC | -21 | 0 | -12 | 15 | 85 | 67 | -17 | -1 | 82
Cc1ccc(S(=O)(=O)N(C)c2ccc(C(=O)NCC3CCCO3)cc2)cc1 (stereo not drawn) | . | 22 | 5 | 3 | 91 | 87 | -19 | -0.14 | 104
CCOC(=O)C=C1CCN(c2ncc(C(F)(F)F)cc2Cl)CC1 | -6 | 26 | . | 18 | . | . | -48 | 0.1 | .
c1cncc(-c2nn3c(-c4ccncc4)nnc3s2)c1 | . | . | 8 | . | 103 | 92 | . | . | 101
CN1C2C=C3C(C#N)=C(N)C(C#N)(C#N)C(c4ccc(Br)cc4)C3C1CC2 (stereo not drawn) | -14 | -3 | 4 | 10 | 85 | 105 | -35 | -0.47 | 70
COc1ccc(C(C(=O)NC2CCCC2)N(Cc2ccc(C)cc2)C(=O)c2ccn[nH]2)cc1OC (stereo not drawn) | -59 | 11 | . | 12 | . | . | -15 | 1.1 | .
O=C(O)CCCc1nc(-c2ccc(Cl)cc2)no1 | -4 | -5 | . | 9 | . | . | -11 | 0.62 | .
COc1ccc(-c2nc(CS(=O)CC(=O)NCc3cccnc3)c(C)o2)cc1 (stereo not drawn) | 28 | 13 | 2 | 18 | 99 | 84 | 82* | . | 92
CCN(Cc1ccccc1)C(=O)Cn1cc2c(n1)CCCC2 | . | . | 9 | . | 104 | 94 | . | . | 91
Cc1ccc(SCCC(=O)NCc2ccco2)cc1 | -11 | -3 | -2 | 18 | 87 | 78 | -18 | 2 | 97
S=c1[nH]nc(CSc2nc3ccccc3s2)n1C1CCCCC1 | 14 | -5 | . | -1 | . | . | -4 | -1.1 | .
O=C(O)CSCCCC(=O)Nc1ccc(Br)cc1 | 2 | 37 | -5 | 5 | 103 | 92 | -6 | -1.4 | 101
CCCC(=O)NC(=S)Nc1cccc(Cl)c1N1CCCCC1 | -48 | -30 | . | -6 | . | . | 11 | 0.36 | .
CCN(CC)CCCN1C(=O)c2oc3ccccc3c(=O)c2C1c1cc(OC)ccc1OC (stereo not drawn) | -40 | . | 11[fluorescence artefact?] | -12 | 109 | 94 | -16 | 0.38 | 106
CCc1cccc2c(C=C(C#N)C#N)cn(CC(=O)N3CCCC3)c12 | -43 | -50 | . | 5 | . | . | -15 | -0.35 | .
O=C(NCCCN1CCCCCC1)c1ccc(N2CCCC2=O)cc1 | -9 | -3 | 17 | -5 | 97 | 98 | 2 | 1.2 | 102
CC(=O)c1cccc(NC(=O)C2CCCN(S(=O)(=O)c3cccc4cccnc34)C2)c1 (stereo not drawn) | -8 | 9 | 4 | 25 | 76 | 57 | -36 | . | 100
CCCSc1ncnc2c1oc1ccccc12 | -38 | -8 | 2 | -2 | 90 | 98 | -9 | -0.67 | 101
CCOC(=O)CN(Cc1ccccc1)S(=O)(=O)c1ccc(NC(C)=O)cc1 | -16 | -52 | . | 5 | . | . | 4 | -0.31 | .
CCOC(=O)c1c(NC=O)sc2c1CCC2 | -14 | . | 0 | 3 | 86 | 84 | -16 | . | 96
COc1cccc(C(C(=O)NC2CCCC2)N(C(=O)c2ccco2)C2CC2)c1OC (stereo not drawn) | 12 | -16 | 9 | 4 | 108 | 81 | -14 | -0.05 | 99
Cc1cc(C)nc(N2CCC(C(=O)Nc3cccc(C(F)(F)F)c3)CC2)n1 | -15 | -4 | 5 | 5 | 117 | 88 | -24 | -1.3 | 99
CCn1c(=O)n(CC(=O)Nc2cc(OC)ccc2OC)c(=O)c2ccccc21 | 1 | 9 | -16 | 2 | 99 | 95 | -22 | -0.6 | 102
CC1CCc2sc(C(=O)Nc3nnc(SCc4ccc(F)cc4)s3)cc2C1 (stereo not drawn) | -156 | 6 | 7[fluorescence artefact?] | -9 | 82 | 77 | -16 | 2.1 | 105
COc1ccc(N2CCN(C(=O)c3ccc(NS(=O)(=O)c4ccc(F)c(F)c4)cc3)CC2)cc1 | -103 | -14 | 36[fluorescence artefact?] | 0 | 89 | 92 | -17 | 0.39 | 101
COc1ccc(NC(C)=O)cc1NC(=O)CN1CCN(CC(=O)Nc2ccccc2Cl)CC1 | 20 | -3 | -8 | -7 | 90 | 62 | -11 | 0.02 | 103
O=C(C1CC(c2ccccc2O)=NO1)N1CCc2ccccc2C1 (stereo not drawn) | 10 | -43 | -9 | 2 | 95 | 86 | 1 | -0.26 | 99
CC(C)CN(CCCNC(=O)CC1Oc2ccccc2NC1=O)CC(C)C (stereo not drawn) | 5 | 16 | 2 | 13 | 96 | 87 | -14 | 0.42 | 98
Cc1ccc(N(C)C(=O)N2CCN(S(=O)(=O)c3ccc(C)cc3)CC2)cc1 | . | . | 5 | . | 101 | 101 | . | . | 96
NC(=O)c1cccn1Cc1ccccc1Cl | 22 | 3 | . | 15 | . | . | -12 | -0.81 | .
O=C(NC12CC3CC(CC(C3)C1)C2)N1CC2Cc3cccc(=O)n3C(C2)C1 (stereo not drawn) | -3 | -30 | 2 | 9 | 94 | 101 | 6 | 1.2 | 94
Cc1cc(NCC2CCCO2)n2c(nc3ccccc32)c1C#N (stereo not drawn) | -14 | 9 | 2 | 12 | 88 | 65 | -13 | -0.56 | 102
Cn1nnc2c(N3CCCCC3)nccc21 | 16 | -4 | -4 | -8 | 101 | 95 | 7 | 1.3 | 96
C/C(=C\C(=O)c1ccc(C)cc1)Nc1ccc(N2CCOCC2)cc1 | -17 | -14 | . | -9 | . | . | -10 | . | .
O=C(CSc1nc2ccccc2c(=O)[nH]1)c1ccccc1 | -42 | -4 | -4 | 7 | 88 | 90 | -35 | 0.13 | 98
Cc1nc2ccc(NC(=O)Cn3cnc4c3c(=O)n(C)c(=O)n4C)cc2s1 | . | . | 6 | . | 103 | 95 | . | . | 98
CC(C)NC(=O)c1c(O)c2ccccc2[nH]c1=O | . | . | -1 | . | 112 | 79 | . | -0.38 | 103
New compounds follow:
SMILES | IL1B cytotox | F-actin modifier | Smad3 inh | VCAM1 TNFa inh | HUVEC inhibit | H69AR inhibit | TNFa cytotox | PTK2B oligo ant | Fibroblast inh
CC(=O)CSc1nc2ccccc2o1 | 4 | 2 | 8 | 13 | 104 | 106 | -33 | -0.76 | 108
O=Cc1c(N2CCN(c3cccc(Cl)c3)CC2)nc2ccccn2c1=O | -11 | -38 | . | 1 | . | . | -6 | 0.61 | .
COC(=O)c1c(NC(=O)Cn2nc(C(F)F)cc2C(F)F)sc(C)c1C | 5 | -4 | . | -11 | . | . | -15 | -0.67 | .
CSC(=NS(=O)(=O)c1ccc(C)cc1)SC | -36 | 28 | 17[fluorescence artefact?] | -4 | 78 | 88 | -9 | -0.62 | .

Only part of the results is shown, so the mix of outcomes need not match the whole.
